Screening data deposited in PubChem by National Center for Advancing Translational Sciences (NCATS).
TRPV1 agonist = HTS Assay for Compounds that Act as Agonists of the Vanilloid Receptor 1 | 0.19% of 320,000 active | AID 540275, 2011 | activation, % at 8.33 µM | Transient receptor potential cation channel subfamily V member 1 (Homo sapiens), Q8NER1 | TRPV1-expressing cells, Fluo-8 calcium influx, agonist mode; in the data active = activation above about 80%; inconclusive = between about 30% and that limit; also: 0% is about no effect
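Fluo-8 calcium influx in TRPV1-expressing cells, kinetic read (ex 480/em 520 nm). Compound added and read 3 min for agonist activity, followed by capsaicin at EC20 final and 2 min further read for enhancement.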
KCNH2 3.1 inh = qHTS for Inhibitors of KCHN2 3.1: Mutant qHTS; Potassium voltage-gated channel subfamily H member 2, brain isoform KCNH2 3.1 (human); U2OS KCNH2 3.1, thallium flux FluxOr; active compounds read low; activity change, % (tested at about 1.8 µM); 0.95% of 340,000 active; AID 720553, 2013;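 active = maximum activity change below -70%; inconclusive = maximum activity change from -70% to -50%; inactive = maximum activity change above -50%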;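 also: thallium influx rate constant from kinetic fluorescence after stimulation buffer; % is scaled to controls: 0 for no effect and ±100 for the full control effect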
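U2OS cells transduced with KCNH2 3.1 mutant virus (1.77 x 10^8 /mL, 4 h), plated overnight at 37 C, loaded 45 min with FluxOr dye plus Red40 quencher. Thallium flux rate constant from kinetic reads after stimulation buffer, normalised to controls.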
MLL CXXC-DNA inh = qHTS Fluorescence Polarization Assay for Inhibitors of MLL CXXC domain - DNA interaction; MLL-CXXC / FITC-HOXA9 DNA fluorescence polarization; AID 2662, 2010; Potency, µM (top dose mostly 115 µM), for inactives: at the highest dose activity change, negative = inhibition, most hits filed as inhibitors; Histone-lysine N-methyltransferase 2A (Homo sapiens), Q03164; 0.037% of 290,000 active; active = well fitted inhibition curve with a large enough effect in the polarisation, with a control signal flat, not every such curve was filed as active; inconclusive = small, poorly fitted or top-dose-only effect, or effect the other way, or a change in a side signal; inactive = no such curve, though single readings can be large or run the other way; the % refers to the polarisation; also: potency is read from the fitted curve at half-maximal effect
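Steps: dispense CXXC domain solution (7 uM) → pin compounds or unlabeled HOX-A9 DNA control → 5 min ambient → add FLSN-HOX-A9 solution (50 nM) → spin → 30 min ambient → fluorescence polarization. Tris pH 7.5/NaCl/DTT/BSA buffer.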
PKM2 act = qHTS Assay for Activators of Human Muscle isoform 2 Pyruvate Kinase; Pyruvate kinase PKM (Homo sapiens), P14618; purified PKM2, Kinase-Glo ATP luminescence, activation; response scale: 0% is enzyme alone, no compound; Potency, µM (series often up to 57.5 µM), inactives show at the top dose activation, most hits filed as activators; 0.34% of 260,000 active; also: potency is read from the fitted curve at half-maximal effect; % is scaled to controls: 0 for no effect and ±100 for the full control effect; nearly all actives have a fitted effect of over 55% in size
Target sequence (P14618 whole entry, looked up, canonical isoform): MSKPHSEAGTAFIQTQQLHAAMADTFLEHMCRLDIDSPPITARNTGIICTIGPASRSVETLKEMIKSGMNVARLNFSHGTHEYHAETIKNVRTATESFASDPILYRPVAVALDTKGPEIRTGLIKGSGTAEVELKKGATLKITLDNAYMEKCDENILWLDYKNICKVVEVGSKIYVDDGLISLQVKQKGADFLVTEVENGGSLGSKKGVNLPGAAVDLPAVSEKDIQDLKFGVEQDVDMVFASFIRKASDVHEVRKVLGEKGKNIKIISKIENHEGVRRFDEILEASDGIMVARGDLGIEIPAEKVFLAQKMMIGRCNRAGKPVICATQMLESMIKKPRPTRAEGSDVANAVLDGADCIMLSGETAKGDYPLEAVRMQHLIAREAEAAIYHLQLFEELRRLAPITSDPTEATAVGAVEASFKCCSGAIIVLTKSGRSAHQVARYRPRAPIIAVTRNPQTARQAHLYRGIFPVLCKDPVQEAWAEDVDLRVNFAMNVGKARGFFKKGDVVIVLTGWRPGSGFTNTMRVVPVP
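hPK-M2, >95% pure; 0.1 mM ADP / 0.5 mM PEP final; imidazole pH7.2 buffer w/ 7 mM MgCl2, 50 mM KCl; 1 h RT; Kinase-Glo lum. Intermediate enzyme activity for dual inhibitor/activator qHTS.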
Menin MLL FP TR = qHTS Assay for Inhibitors Targeting the Menin-MLL Interaction in MLL Related Leukemias: Competition With Texas Red Labeled MLL-derived Mutant Peptide; O00255; Menin + Texas Red MLL mutant peptide, fluorescence polarization; Potency, µM (series often up to 61.6 µM), for the others: top-dose FP activity change, negative = inhibition, usual class: inhibitors; 0.23% of 270,000 active; active = well fitted inhibition curve with a large enough effect in the polarisation, with a control signal flat, not every such curve was filed as active; inconclusive = small, poorly fitted or top-dose-only effect, or effect the other way, or a change in a side signal; inactive = no such curve, though single readings can be large or run the other way; the % refers to the polarisation; also: potency is read from the fitted curve at half-maximal effect; % of control where 0% means no effect; many of its hits are not listed in these tables
USP2a inh = qHTS Assay for Inhibitors of Ubiquitin-specific Protease USP2a Using CHOP2 as the Reporter; 0.01% of 330,000 active; Ubiquitin carboxyl-terminal hydrolase 2 (Homo sapiens), O75604; Potency, µM (doses to about 38.3 µM), for inactives: at the highest dose activity change, negative = inhibition, usual class: inhibitors; AID 463254, 2010; USP2 core, Ub-CHOP2 coupled fluorogenic reporter, 485/531;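 also: potency is read from the fitted curve at half-maximal effect; plate controls were DMSO wells for no effect and full inhibition by NEM control for full effect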
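Deubiquitinase activity read as fluorescence (485/531 nm) after Ub-CHOP2 cleavage activates the enterokinase reporter on its substrate; USP2 core 10nM, Ub-CHOP2 and substrate 25nM each, 30min compound preincubation then 60min RT; data normalized to NEM, curves fitted.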
GALK inh = qHTS Assay for Inhibitors of Human Galactokinase (GALK). Purified GALK, Kinase-Glo residual ATP luminescence. 0.007% of 270,000 active. Potency, µM (highest dose often 57.5 µM), inactives show top-dose activity change, negative = inhibition, actives largely listed as inhibitors. P51570; also: potency is read from the fitted curve at half-maximal effect; % is scaled to controls: 0 for no effect and ±100 for the full control effect
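Quantitative HTS: GALK 5 nM, ATP 35 uM, galactose 100 uM, 1 h room temperature, then luciferase-based ATP detection.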
B2AR arrestin = qHTS assay of beta-arrestin-biased ligands of beta2-adrenergic receptor. Beta-2 adrenergic receptor (Homo sapiens), P07550. beta-arrestin recruitment to beta2AR, cell-based reporter. Potency, µM (titrated, usually from 46.1 µM), for inactives: top-dose activation, most hits filed as activators. 0.02% of 330,000 active;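 also: potency is read from the fitted curve at half-maximal effect; 0% = DMSO controls and full agonism = EC100 isoproterenol or metaproterenol; nearly all actives have a fitted effect of over 65% in size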
Target sequence (P07550 whole entry, looked up): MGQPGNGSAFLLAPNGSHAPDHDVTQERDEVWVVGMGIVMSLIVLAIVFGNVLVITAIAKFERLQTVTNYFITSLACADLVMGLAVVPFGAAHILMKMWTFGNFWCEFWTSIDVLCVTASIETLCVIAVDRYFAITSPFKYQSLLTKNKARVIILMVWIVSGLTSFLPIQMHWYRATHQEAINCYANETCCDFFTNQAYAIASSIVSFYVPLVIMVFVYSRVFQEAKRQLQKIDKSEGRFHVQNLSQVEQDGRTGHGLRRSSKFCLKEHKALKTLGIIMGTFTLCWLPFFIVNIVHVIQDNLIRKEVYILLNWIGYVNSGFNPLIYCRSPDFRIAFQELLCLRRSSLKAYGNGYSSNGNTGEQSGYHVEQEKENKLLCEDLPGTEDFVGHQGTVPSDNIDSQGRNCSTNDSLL
hERG WT inh = qHTS for Inhibitors of KCHN2 3.1: Wildtype qHTS. U2OS, BacMam KCNH2, thallium flux FluxOr; active compounds read low. 0.37% of 340,000 active. activity change, % at 1.84 µM;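 active = maximum activity change below -70%; inconclusive = maximum activity change between -70% and -50%; inactive = maximum activity change above -50%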; also: % is scaled to controls: 0 for no effect and ±100 for the full control effect
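U2OS cells were transduced with wild-type KCNH2 virus (2.03 x 10^8 / mL) for 4 h at room temperature, then cultured overnight at 37 C. Thallium flux was read with FluxOr dye. Rate constants were normalized to DMSO controls.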
Giardia killer = Small Molecules that selectively kill Giardia lamblia: qHTS; AID 540267, 2011; Giardia lamblia trophozoite viability; activity change, % at 7.66 µM, hits read low; 0.15% of 340,000 active; in the data active = activity change below about -80%; inconclusive = between about -30% and that limit;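 also: parasites exposed to compound for two days anaerobically before the ATP read; % is scaled to controls: 0 for no effect and ±100 for the full control effect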
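Luminescent ATP signal served as the viability read-out, measured 15-30 min after adding ATP detection reagent to trophozoites that had been incubated with compounds for 48 hrs at 37 deg C anaerobically at 100 cells/well.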
FBPA coupling cs = qHTS Assay for Inhibitors of Fructose-1,6-bisphosphate Aldolase from Giardia Lamblia: Coupling assay counterscreen; activity change, negative = inhibition, % at 58.2 µM, hits read low; coupling enzyme system counterscreen, AmpLite Red fluorescence; AID 2472, 2010; 0.67% of 290,000 active; in the data active = activity change below about -30%; also: % is scaled to controls: 0 for no effect and ±100 for the full control effect
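Final compound at 57.5 uM, incubated 10 min at RT with coupling enzyme reagent (glyceraldehyde-3-phosphate), then 20 min with substrate and AmpLite Red detection. Fluorescence read at 525/598 nm; tests interference with the coupling assay, not aldolase inhibition.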
An asterisk follows results filed as active. Unless noted, calls follow the shape of the dose curve; as a rule, active = well fitted curve in the direction sought with a large enough effect; inconclusive = small, poorly fitted or top-dose-only effect, or another doubt; inactive = no such curve, though single readings can be large; an effect the other way counts as inactive or inconclusive. The list is partial (hit frequency here may not be typical).

Screening CS(=O)(=O)Nc1ccc(C(=O)N2CCCCC2)cc1 returned TRPV1 agonist 1, KCNH2 3.1 inh 9, MLL CXXC-DNA inh -4%, PKM2 act -2%, Menin MLL FP TR 13%, USP2a inh 4%, GALK inh -3%, B2AR arrestin 0.2%, hERG WT inh -8, Giardia killer -7 and FBPA coupling cs 2.
`COC(=O)C1CCN(CCCOc2ccc(CN3CCN(c4ccc([N+](=O)[O-])cc4)CC3)cc2)CC1` gave TRPV1 agonist 3, KCNH2 3.1 inh 0, MLL CXXC-DNA inh -1%, PKM2 act 5%, Menin MLL FP TR -15%, USP2a inh 10%, GALK inh 1%, B2AR arrestin 2.8%, hERG WT inh 47, Giardia killer 24 and FBPA coupling cs -1.
CCCNC(=O)NC(=O)CN1CCCC1c1ccc2c(c1)OCCO2 (stereo not given) was read as TRPV1 agonist 6, KCNH2 3.1 inh 18, MLL CXXC-DNA inh 18%, PKM2 act 1%, Menin MLL FP TR -14%, USP2a inh 1%, GALK inh 1%, B2AR arrestin 0.0%, hERG WT inh -6, Giardia killer 7 and FBPA coupling cs 2.
`Cc1cccc(CCNS(=O)(=O)c2ccc(S(=O)(=O)N3CCCCC3)cc2)c1` gave TRPV1 agonist 14, KCNH2 3.1 inh -12, MLL CXXC-DNA inh 14%, PKM2 act 0%, Menin MLL FP TR inconclusive, USP2a inh 1%, GALK inh -3%, B2AR arrestin 0.4%, hERG WT inh 3, Giardia killer -12 and FBPA coupling cs 3.
Cc1ccc(C(CNS(=O)(=O)c2ccc([N+](=O)[O-])cc2)N2CCN(C)CC2)cc1 (stereo not given) was read as TRPV1 agonist -1, KCNH2 3.1 inh -38, USP2a inh 0%, B2AR arrestin -1.5%, hERG WT inh 23 and Giardia killer -3.
CCC(=O)N(C)CCc1cc2c(c(OC)c1/C=N/NS(=O)(=O)c1ccc(C)cc1)OCO2 was read as TRPV1 agonist 3, KCNH2 3.1 inh 11, MLL CXXC-DNA inh 1%, PKM2 act 1%, USP2a inh 0%, GALK inh 9%, B2AR arrestin 3.6%, hERG WT inh 5, Giardia killer -18 and FBPA coupling cs -1.
COc1cc(C(=O)O)ccc1Cl was read as TRPV1 agonist -3, KCNH2 3.1 inh 11, MLL CXXC-DNA inh 3%, PKM2 act 4%, USP2a inh 14%, GALK inh -2%, B2AR arrestin -0.8%, hERG WT inh -6, Giardia killer -6 and FBPA coupling cs 0.
Cc1cccn2c(=O)c3cc(C(=O)NC4CCCCC4)n(C)c3nc12 was read as TRPV1 agonist inconclusive, KCNH2 3.1 inh -16, MLL CXXC-DNA inh 1%, USP2a inh 2%, GALK inh -10%, B2AR arrestin 0.0%, hERG WT inh -4 and Giardia killer -1.
For COc1cc([N+](=O)[O-])ccc1NC(=O)NCc1ccccn1 the results were TRPV1 agonist -3, KCNH2 3.1 inh -4, MLL CXXC-DNA inh -5%, PKM2 act 5%, Menin MLL FP TR 1%, USP2a inh 1%, GALK inh -3%, B2AR arrestin -0.9%, hERG WT inh -6, Giardia killer 10 and FBPA coupling cs -1.
CN(Cc1ccccc1)C(=O)c1[nH]cnc1C(=O)Nc1cccc(Cl)c1 was read as TRPV1 agonist 18, KCNH2 3.1 inh 1, USP2a inh 2%, B2AR arrestin 0.1%, hERG WT inh -7 and Giardia killer 17.
Screening O=c1oc2ccccc2c(O)c1/C=N/c1ncccn1 returned TRPV1 agonist -6, KCNH2 3.1 inh 15, MLL CXXC-DNA inh -1%, PKM2 act -6%, Menin MLL FP TR -10%, USP2a inh 1%, GALK inh 1%, B2AR arrestin 0.0%, hERG WT inh -5, Giardia killer -16 and FBPA coupling cs 5.
Cc1ccc(-n2c(C)c(C)c3c(NCCCO)ncnc32)cc1 was read as TRPV1 agonist 4, KCNH2 3.1 inh 0, MLL CXXC-DNA inh 11%, Menin MLL FP TR -22%, USP2a inh -3%, GALK inh 2%, B2AR arrestin -0.4%, hERG WT inh -5, Giardia killer -7 and FBPA coupling cs -3.
CSc1ccc(CN2CCC(n3nccc3NC(=O)c3ccccc3C)CC2)cc1 was read as TRPV1 agonist -3, KCNH2 3.1 inh -123*, MLL CXXC-DNA inh -9%, Menin MLL FP TR -27%, USP2a inh 3%, GALK inh 1%, B2AR arrestin 0.4%, hERG WT inh -126*, Giardia killer 8 and FBPA coupling cs -1.
For CC(C)(C)c1ccc(C(=O)CS(=O)(=O)c2ccccc2)cc1 the results were TRPV1 agonist inconclusive, KCNH2 3.1 inh -12, MLL CXXC-DNA inh -9%, PKM2 act 18%, Menin MLL FP TR 7%, USP2a inh 1%, GALK inh 0%, B2AR arrestin 0.2%, hERG WT inh 10, Giardia killer -19 and FBPA coupling cs 1.
Screening CN(c1ccccc1)c1nc2ccsc2c(=O)s1 returned TRPV1 agonist 10, KCNH2 3.1 inh -3, MLL CXXC-DNA inh 4%, PKM2 act -15%, Menin MLL FP TR 8%, USP2a inh -1%, GALK inh -1%, B2AR arrestin -0.5%, hERG WT inh -2, Giardia killer -5 and FBPA coupling cs 8.
CC1CCCN(C(=O)c2ccc3c(=O)n(Cc4ccc5c(c4)OCO5)c(=S)[nH]c3c2)C1 (stereo not given) was read as TRPV1 agonist 2, KCNH2 3.1 inh -4, MLL CXXC-DNA inh -4%, PKM2 act -7%, Menin MLL FP TR 0%, USP2a inh 2%, GALK inh 0%, B2AR arrestin 0.2%, hERG WT inh -26, Giardia killer -18 and FBPA coupling cs -2.
`COc1ccc(-n2c(SCC(=O)Nc3ncc(Cl)cc3Cl)nc3ccccc32)cc1` gave TRPV1 agonist -1, MLL CXXC-DNA inh -16%, PKM2 act 1%, Menin MLL FP TR inconclusive, USP2a inh -3%, GALK inh 2%, B2AR arrestin -0.2% and FBPA coupling cs -2.
For CN(Cc1ccccc1)C1=CC(=[N+]2CCCC2)CC(C)(C)C1 the results were TRPV1 agonist -1, KCNH2 3.1 inh 0, MLL CXXC-DNA inh -11%, PKM2 act -6%, USP2a inh 1%, GALK inh 7%, B2AR arrestin -0.4%, hERG WT inh -7, Giardia killer 1 and FBPA coupling cs -2.
Screening O=C(NCc1ccc(F)cc1)C(c1ccccc1)N(C(=O)c1csnn1)C1CCCC1 (stereo not given) returned TRPV1 agonist 1, KCNH2 3.1 inh 4, MLL CXXC-DNA inh -4%, PKM2 act -3%, Menin MLL FP TR -4%, USP2a inh -1%, GALK inh 9%, B2AR arrestin -0.3%, hERG WT inh -1, Giardia killer 23 and FBPA coupling cs -1.
For Cc1cc(C)cc(NC(=O)CSc2ccc(-c3ccco3)nn2)c1 the results were TRPV1 agonist 0, KCNH2 3.1 inh 0, MLL CXXC-DNA inh 8%, PKM2 act 16%, Menin MLL FP TR 10%, USP2a inh 0%, GALK inh 0%, B2AR arrestin -0.6%, hERG WT inh -3, Giardia killer -7 and FBPA coupling cs 2.
Screening CCCCn1c(SCC(=O)N2CCOCC2)nc2c1c(=O)n(C)c(=O)n2C returned TRPV1 agonist 5, KCNH2 3.1 inh 2, MLL CXXC-DNA inh -14%, PKM2 act 0%, Menin MLL FP TR 4%, USP2a inh 4%, GALK inh 2%, B2AR arrestin -0.1%, hERG WT inh -6, Giardia killer -6 and FBPA coupling cs -1.
Screening CCN(CC)C1CCN(C(=O)CCc2nnc(CCc3ccccc3)o2)C1 (stereo not given) returned TRPV1 agonist 1, KCNH2 3.1 inh 1, MLL CXXC-DNA inh -3%, PKM2 act -9%, Menin MLL FP TR -1%, USP2a inh 1%, GALK inh 2%, B2AR arrestin -0.2%, hERG WT inh 8, Giardia killer 28 and FBPA coupling cs 1.
